HGIII-sPLA2 inh: human group III sPLA2 inhibitors, primary screen, biochemical, QFRET, BODIPY PC-A2 liposome substrate | Group 3 secretory phospholipase A2 (Homo sapiens), Q9NZ20 | QFRET BODIPY PC-A2 liposome hydrolysis, fluorescence | inhibition, % at 12.2 µM | 0.56% of 370,000 active | AID 743126, 2013;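 active means inhibition above mean plus 3 SD of compounds lying within the high and low control bounds, cut at about 19% in these data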;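 further: 0% = median of test compound wells and 100% = no enzyme DMSO wells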
ASAP1 GAP inh: inhibitors of human ASAP1 ArfGAP activity, primary screen, biochemical, fluorescence polarization; ASAP1-stimulated ARF1 GTP hydrolysis, GDP FP detection; inhibition, % at 16.5 µM; 0.19% of 360,000 active; in the data active means inhibition above about 25%;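 further: 0% = vehicle with enzyme and substrate and 100% = no enzyme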
NPR2 activator: human GC-B receptor activators, primary screen, HEK293 GC-B cells, cGMP TR-FRET, EC30 CNP. 0.11% of 370,000 active. activation, % at 10 µM. 0% at EC30 CNP, 100% saturating CNP. AID 1920062, 2024;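 active means activation at 10 µM reaching about 35% in either raw or pattern-adjusted values, limit read from the data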
Target sequence (P20594 whole entry, looked up): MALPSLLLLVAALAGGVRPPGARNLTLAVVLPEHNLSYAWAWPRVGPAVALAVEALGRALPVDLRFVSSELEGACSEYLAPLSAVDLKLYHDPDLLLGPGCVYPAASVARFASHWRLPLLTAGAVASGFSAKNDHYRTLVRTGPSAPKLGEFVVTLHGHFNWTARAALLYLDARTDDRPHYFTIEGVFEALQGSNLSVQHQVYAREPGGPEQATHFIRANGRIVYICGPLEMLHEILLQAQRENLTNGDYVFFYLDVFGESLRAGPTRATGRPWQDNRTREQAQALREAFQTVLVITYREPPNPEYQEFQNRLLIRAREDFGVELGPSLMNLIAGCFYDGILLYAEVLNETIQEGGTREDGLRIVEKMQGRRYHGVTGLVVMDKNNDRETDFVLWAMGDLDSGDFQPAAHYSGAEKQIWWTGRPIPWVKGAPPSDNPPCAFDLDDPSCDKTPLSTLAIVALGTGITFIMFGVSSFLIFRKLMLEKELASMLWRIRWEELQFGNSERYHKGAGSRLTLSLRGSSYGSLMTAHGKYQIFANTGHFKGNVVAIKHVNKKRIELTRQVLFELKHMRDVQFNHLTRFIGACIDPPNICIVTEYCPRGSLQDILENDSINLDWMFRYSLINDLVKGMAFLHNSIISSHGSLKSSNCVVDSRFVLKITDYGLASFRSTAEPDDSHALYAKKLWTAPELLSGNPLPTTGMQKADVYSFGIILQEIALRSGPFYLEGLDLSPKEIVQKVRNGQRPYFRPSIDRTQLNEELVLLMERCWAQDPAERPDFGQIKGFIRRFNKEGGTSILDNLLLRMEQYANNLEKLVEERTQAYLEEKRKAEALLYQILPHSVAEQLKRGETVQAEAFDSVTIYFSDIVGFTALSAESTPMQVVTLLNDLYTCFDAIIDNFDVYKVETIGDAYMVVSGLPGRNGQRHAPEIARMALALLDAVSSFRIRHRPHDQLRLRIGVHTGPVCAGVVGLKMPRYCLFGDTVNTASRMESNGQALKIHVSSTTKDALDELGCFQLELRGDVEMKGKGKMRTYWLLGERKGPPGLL
rCAG binder: binders of r(CAG) RNA repeats, primary screen, biochemical, fluorescence; inhibition, % at 3 µM; r(CAG) RNA repeat, TO-PRO-1 dye displacement fluorescence; 1.3% of 370,000 active;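 active means inhibition above the plate cutoff, the mean of all test compounds on that plate plus 3 SD, cut at about 35% in these data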;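 further: 0% = DMSO alone and 100% = 100 µM mitoxantrone as full dye displacement; higher means more dye released from RNA so lower well fluorescence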
GAA850 FXN act: FXN promoter activators, primary screen, cell-based, luciferase luminescence, HEK293 lucGAA850; HEK293 lucGAA850 FXN promoter luciferase reporter, 24 h; percent of 10 µM SAHA response; 0.56% of 360,000 active; activation, % at 6 µM;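 active means activation above the average of all compounds screened plus 3 SD, cutoff fixed separately per campaign, cut at about 7.5% in these data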;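 further: 0% = DMSO wells and 100% = 10 µM SAHA wells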
KLK7 zymogen act: proKLK7 zymogen activators, primary screen, biochemical, fluorescence intensity; Kallikrein-7 (Homo sapiens), P49862; purified proKLK7, EDANS-DABCYL substrate fluorescence; 100% is mature enzyme control, 0% vehicle; activation, % at 7 µM; 0.9% of 370,000 active; AID 652039, 2013;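 active means activation above the mean of all tested compounds plus 3 SD, computed per campaign excluding outliers beyond control limits, cut at about 13% in these data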
ADAM10 inh: human ADAM10 inhibitors, primary screen, biochemical, QFRET, HTS | recombinant ADAM10, EDANS/DABCYL FRET peptide cleavage, 3 h | inhibition, % at 7 µM | Disintegrin and metalloproteinase domain-containing protein 10 (Homo sapiens), O14672 | 0.62% of 370,000 active;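 active means inhibition above a per-campaign cutoff equal to the mean of compounds falling between control-based bounds plus 3 SD, cut at about 20% in these data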;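 further: 0% = DMSO wells while the 100% control is not disclosed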
GC-A act: GC-A stimulated cGMP production enhancers – HEK293 GC-A cells, cGMP TR-FRET, EC30 ANP, primary screen; Atrial natriuretic peptide receptor 1 (Homo sapiens), P16066; 0% at EC30 ANP, 100% saturating ANP; activation, % at 10 µM; 0.14% of 370,000 active; in the data active means activation above about 40%
ARFGAP1 inhibitor: inhibitors of rat ARFGAP1 GAP activity, primary screen, biochemical, fluorescence polarization, GDP tracer; ADP-ribosylation factor GTPase-activating protein 1 (Rattus norvegicus), Q62848; Arfgap1-stimulated ARF1 GTP hydrolysis, GDP FP detection; inhibition, % at 16.5 µM; 0.26% of 360,000 active;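 active means inhibition above a per-plate limit, mean inhibition of low control wells plus 3 SD, cut at about 25% in these data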;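 further: 0% = DMSO wells with enzyme and 100% = wells lacking Arfgap1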
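system = rat Arfgap1 catalytic domain, aa 1-136 | technique = FP, GDP Alexa 633 tracer displaced from anti-GDP antibody, 620/688 nm | compound = one concentration, 16.5 µM, DMSO 1.26% | medium = HEPES-based buffer, pH 7.5 | timing = compound-enzyme preincubation 20 min, reaction 120 min, detection 60 min, 25 °C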
Tn6 DDE FP: inhibitors of Tn6 peptide binding to fibrin DD(E), primary screen, biochemical, fluorescence polarization, human fibrin, Tn6 probe | Fibrinogen beta chain (Homo sapiens), P02675 | Fibrin DD(E) TRITC-Tn6 fluorescence polarization displacement | inhibition, % at 8.3 µM | 0.21% of 370,000 active | AID 720509, 2013;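 active means inhibition above a per-campaign cutoff: mean of compounds within control limits plus 3 SD, cut at about 15% in these data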;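 further: 0% = median of all compound wells on the plate and 100% = blocking peptide control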
Numbers without * were called inactive; . = not tested or not shown. An unsorted share of the library; any-hit rate near 4.5%.

SMILES	HGIII-sPLA2 inh	ASAP1 GAP inh	NPR2 activator	rCAG binder	GAA850 FXN act	KLK7 zymogen act	ADAM10 inh	GC-A act	ARFGAP1 inhibitor	Tn6 DDE FP
N#CC1=C(N)Nc2ncnn2C1c1ccc([N+](=O)[O-])cc1 (configuration not stated)	3	-2	-1	2	2.3	-0.2	4	-1	0	0
O=C(NCc1ccccc1)c1onc(CSc2ccc(Cl)cc2)c1C(=O)NCC1CC1	-2	-3	-1	1	1.5	0.6	12	-3	-1	-5
S=C(NCc1cccc(Cl)c1)NC1CCCCC1	9	9	-2	-2	1.6	0.1	6	2	-5	3
CCOC(=O)C1=C(CN2CC(C)CC(C)C2)NC(=O)NC1c1ccc2c(c1)OCO2 (configuration not stated)	1	6	-6	-1	-0.6	0.7	4	-6	-8	1
CCC(c1nnnn1C1CCCC1)N1CCN(C(=O)c2ccco2)CC1 (configuration not stated)	4	12	4	-2	-0.7	-0.5	-6	5	2	0
CCC(C)c1ccc(NC(=O)C2CCCN(c3ncccn3)C2)cc1 (configuration not stated)	-17	6	-11	-6	-3.1	0.7	-14	-1	-17	5
O=C(Oc1coc(CSc2ncccn2)cc1=O)c1cccs1	0	-13	-3	1	-0.4	-0.1	-6	-2	9	2
C[C@@H]1CN([C@H](C)CO)C(=O)c2cc(Br)cnc2O[C@H]1CN(C)Cc1ccccc1F	4	5	-1	-2	.	0.1	-11	-2	3	-2
COc1ccc(NC(=O)c2sccc2OS(=O)(=O)N(C)C)cc1	2	-2	1	-4	0.7	-0.1	-8	1	-11	1
Cc1c(N=Cc2ccncc2)c(=O)n(-c2ccccc2)n1C	6	3	2	-2	1.8	0.0	-5	5	10	4
O=C(CO/N=C\c1ccccc1)Nc1ccccc1C(=O)N1CCOCC1	-7	-7	5	-2	1.1	0.5	-6	1	-2	2
COc1cccc(NC(=O)Cn2nnc(C(=O)Nc3ccccc3)c2N)c1	-14	9	-3	13	-1.7	0.2	8	4	4	-5
Cc1nn(C(C)C(=O)c2cccc(Cl)c2)c(C)c1[N+](=O)[O-] (configuration not stated)	7	5	-6	0	1.2	0.1	6	-3	0	-7
CCOC(=O)c1ccccc1NC(=O)COC(=O)CSC(C)C(=O)Nc1cc(C)on1 (configuration not stated)	-6	-7	-1	-6	2.0	0.1	-8	-4	7	-7
Cc1cc(C(=O)Nc2sc3c(c2C#N)CCC3)no1	7	1	0	11	1.2	0.3	0	-2	2	1

Reformatted with values under each structure: entries from further up.
Order of values: HGIII-sPLA2 inh, ASAP1 GAP inh, NPR2 activator, rCAG binder, GAA850 FXN act, KLK7 zymogen act, ADAM10 inh, GC-A act, ARFGAP1 inhibitor, Tn6 DDE FP
- CCOC(=O)C1=C(CN2CC(C)CC(C)C2)NC(=O)NC1c1ccc2c(c1)OCO2 (configuration not stated)
→ 1, 6, -6, -1, -0.6, 0.7, 4, -6, -8, 1
- CCC(c1nnnn1C1CCCC1)N1CCN(C(=O)c2ccco2)CC1 (configuration not stated)
→ 4, 12, 4, -2, -0.7, -0.5, -6, 5, 2, 0
- CCC(C)c1ccc(NC(=O)C2CCCN(c3ncccn3)C2)cc1 (configuration not stated)
→ -17, 6, -11, -6, -3.1, 0.7, -14, -1, -17, 5
- O=C(Oc1coc(CSc2ncccn2)cc1=O)c1cccs1
→ 0, -13, -3, 1, -0.4, -0.1, -6, -2, 9, 2

Single entries from the entries so far.
Entry of CCC(C)c1ccc(NC(=O)C2CCCN(c3ncccn3)C2)cc1 (configuration not stated) in NPR2 activator: -11
Entry of CCOC(=O)C1=C(CN2CC(C)CC(C)C2)NC(=O)NC1c1ccc2c(c1)OCO2 (configuration not stated) in ADAM10 inh: 4
Entry of S=C(NCc1cccc(Cl)c1)NC1CCCCC1 in HGIII-sPLA2 inh: 9

(next part)
SMILES	HGIII-sPLA2 inh	ASAP1 GAP inh	NPR2 activator	rCAG binder	GAA850 FXN act	KLK7 zymogen act	ADAM10 inh	GC-A act	ARFGAP1 inhibitor	Tn6 DDE FP
NC(=O)C1CCCN(C(=O)CCC(=O)c2cccs2)C1 (configuration not stated)	3	-8	0	3	0.8	-0.1	-16	0	-15	-2
CCC(=O)NCC[C@@H]1CCc2ccc3c(c21)CCO3	1	.	-5	3	.	0.1	-4	0	.	8
COc1ccccc1C(=O)NNC(=O)CN(C)S(=O)(=O)c1ccc(Cl)cc1	-10	-4	-1	2	-0.6	0.0	-2	0	-4	3
CCc1nnc(SCC(=O)Nc2ccc(C(C)=O)cc2)nc1CC	-6	-17	-4	5	0.7	-0.2	1	9	5	2
CCc1nnc(/N=C/c2c(O)n(-c3ccc(Cl)cn3)c(=O)c3ccccc23)s1	4	-15	1	3	1.6	0.6	-75	-2	-2	4
CCC(C)NC(=O)c1nn(C)c(=O)c2ccccc12 (configuration not stated)	2	-9	0	-5	0.2	-0.3	-5	5	2	4
CCOCCCNC(=S)N(CCN(CC)CC)Cc1cc2cc3c(cc2[nH]c1=O)OCCO3	14	13	1	3	0.2	2.5	-341	1	7	1
O=c1[nH]n2c(-c3ccccc3)nc(O)c2c2ccccc12	-1	7	-10	1	3.0	-2.3	-9	1	-10	0
COc1ccc(COC(=O)CCS(=O)(=O)c2ccc(C)cc2)cc1	-1	11	-4	-5	2.4	0.3	1	-2	0	-9
O=C(CCCc1ccccn1)c1ccccc1	0	5	3	3	-0.7	0.3	-8	0	-3	4
Cc1nc(Cl)c(C#N)cc1-c1ccccc1	8	1	2	5	2.7	0.7	-5	5	3	-5
CSc1nc(N)nc2c1ncn2CC(=O)N1CCN(c2ccccn2)CC1	11	3	2	1	1.9	-0.1	-41	1	2	-5
COC(=O)CSc1nc2ncc(Cl)cc2[nH]1	-2	-9	5	-1	-0.8	0.0	-1	0	-2	5
COC(=O)C1CN(CCc2ccccc2)CCS(=O)(=O)N1Cc1ccc(C(F)(F)F)cc1 (configuration not stated)	0	.	0	0	.	-0.1	1	-2	.	-11
COCCNC(=S)N1CCC(c2nc(-c3ccc(F)cc3)no2)CC1	12	-3	1	-4	0.9	-0.4	-9	5	12	-12

Profiles from above. Order of screens: HGIII-sPLA2 inh	ASAP1 GAP inh	NPR2 activator	rCAG binder	GAA850 FXN act	KLK7 zymogen act	ADAM10 inh	GC-A act	ARFGAP1 inhibitor	Tn6 DDE FP
`CSc1nc(N)nc2c1ncn2CC(=O)N1CCN(c2ccccn2)CC1` across the screens: 11	3	2	1	1.9	-0.1	-41	1	2	-5
`COC(=O)CSc1nc2ncc(Cl)cc2[nH]1` across the screens: -2	-9	5	-1	-0.8	0.0	-1	0	-2	5
`COc1ccc(COC(=O)CCS(=O)(=O)c2ccc(C)cc2)cc1` across the screens: -1	11	-4	-5	2.4	0.3	1	-2	0	-9
`CCc1nnc(/N=C/c2c(O)n(-c3ccc(Cl)cn3)c(=O)c3ccccc23)s1` across the screens: 4	-15	1	3	1.6	0.6	-75	-2	-2	4
`CCOCCCNC(=S)N(CCN(CC)CC)Cc1cc2cc3c(cc2[nH]c1=O)OCCO3` across the screens: 14	13	1	3	0.2	2.5	-341	1	7	1

Later entries
SMILES	HGIII-sPLA2 inh	ASAP1 GAP inh	NPR2 activator	rCAG binder	GAA850 FXN act	KLK7 zymogen act	ADAM10 inh	GC-A act	ARFGAP1 inhibitor	Tn6 DDE FP
O=C(CC(c1ccccc1O)N1CCCCC1)N1CCCCC1 (configuration not stated)	8	-8	0	-3	-2.0	-2.6	-9	-2	2	3
CCOc1cc(C2/C(=C(\O)c3cc(C)ccc3C)C(=O)C(=O)N2CCN(C)C)ccc1O (configuration not stated)	-3	-2	4	0	-0.7	0.2	-7	4	-7	-2
CCN1CCc2c(OCC(=O)N3CCCCC3)cccc2C1=O	-3	4	6	-3	1.1	-0.3	-1	1	1	5
Cc1cc(C)cc(OCC(=O)NNC(=O)c2ccoc2C)c1	6	2	-6	0	-1.0	-0.3	-5	-4	9	7
Cc1ccc(C)c(NC(=O)C2C(c3ccccc3)C2(Cl)Cl)c1 (configuration not stated)	5	-2	-3	-3	0.3	0.0	6	1	5	0
COC(=O)c1sc(N2C(=O)C(O)=C(C(=O)c3ccc(C)o3)C2c2ccco2)nc1C (configuration not stated)	-4	-1	-3	16	1.5	0.6	-3	0	-3	-5
Cc1ccc(C)c(CN2CCC(CNC(=O)Nc3ccc(F)c(Cl)c3)CC2)c1	-20	3	-12	-3	-2.3	0.3	3	-30	13	4
O=C(N=C1SC2CS(=O)(=O)CC2N1Cc1ccccc1)c1ccccc1 (configuration not stated)	1	0	-4	-1	1.2	0.7	-24	-1	-3	1
COCc1[nH]nc2c1C(c1ccc(C)cc1)N(Cc1ccccc1)C2=O (configuration not stated)	-22	10	0	1	.	0.3	-3	8	1	5
O=C(O)C1C2CCC(O2)C1C(=O)Nc1ccc(OC(F)F)cc1 (configuration not stated)	7	-16	3	-2	1.0	-0.8	-4	7	8	0
CCCOc1ccc(Cc2c(O)nc(SC)[nH]c2=O)cc1C	0	11	-1	-3	1.9	0.2	-2	0	-11	1
c1ccc(-n2cc(CN3CCCC(CN4CCCC4)C3)c(-c3ccc4c(c3)OCO4)n2)cc1 (configuration not stated)	-8	5	-4	-2	1.3	0.6	-13	-4	-4	4
CCn1c(SCC(=O)O)nnc1-c1ccc(S(=O)(=O)N2CCCC2)cc1	9	-4	9	1	-1.3	-0.3	-1	2	3	2
Cc1cc(C)c2[nH]c(C(=O)N3CCC(n4nccc4NC(=O)C4CC4)CC3)c(C)c2c1	-12	4	0	0	0.2	0.1	4	-5	7	0
O=C(Oc1cccc(Nc2ncnc3ccccc23)c1)c1cccnc1	-7	-12	5	-2	-1.3	-0.3	-9	-1	0	1
CCOc1ccccc1Oc1cn[nH]c1-c1ccc(OCC(=O)NN)cc1O	-28	6	-1	16	1.2	0.4	10	0	-4	-1
CC(C)c1ccc(NC(=O)C2C3C=CC4(CN(CCCN5CCOCC5)C(=O)C24)O3)cc1 (configuration not stated)	0	5	2	-2	-2.7	0.1	9	2	-8	7
OCCC1CN(CCCc2ccccc2)CCN1Cc1ccccc1 (configuration not stated)	1	-4	2	-2	0.8	0.9	0	3	-2	-4
COc1ccc(CC(NC(C)=O)C(=O)NC2CCN(C(=O)c3ccncc3)CC2)cc1OC (configuration not stated)	7	-3	3	0	-0.5	-1.1	11	0	-6	0
